High-throughput results (PubChem BioAssay)
14-3-3g Raf = modulators of human 14-3-3 gamma - Raf peptide interaction; FP, 14-3-3gamma / TMR-pS259-Raf peptide binding; inhibition, % at 40 µM; hit rate 0.19% among 160,000; AID 422; in the data active means inhibition above about 30%;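 further: 0% = protein plus tracer without compound and 100% = blank with tracer alone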
Target sequence (P61981 whole entry, looked up): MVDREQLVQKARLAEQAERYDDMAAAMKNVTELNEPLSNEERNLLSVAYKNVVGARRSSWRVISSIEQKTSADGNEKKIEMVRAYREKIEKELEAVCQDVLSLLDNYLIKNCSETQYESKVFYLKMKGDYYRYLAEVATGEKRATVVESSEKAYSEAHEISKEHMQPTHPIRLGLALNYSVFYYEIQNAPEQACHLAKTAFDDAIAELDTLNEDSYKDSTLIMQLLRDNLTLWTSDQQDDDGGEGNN
Numbers without * were called inactive; & = joins results of further samples.

smiles | 14-3-3g Raf
COc1ccc(Cl)cc1NC(=O)c1cccnc1 | -11
Cc1cc(Br)ccc1NS(=O)(=O)c1cc(Br)cc2c1N(C(=O)C1CC1)CC2 | -13
Nc1nc(CSc2nnnn2-c2ccccc2)nc(N2CCCc3ccccc32)n1 | 1
O=C(CSc1nnc(COc2ccccc2)o1)NC1CCCCC1 | -14
NC(=O)c1nn2c(C(F)(F)F)cc(-c3ccc(F)cc3)nc2c1Cl | 3
COc1cccc(-c2cc(C(=O)Nc3ccc(C)cc3)no2)c1 | -12
CCS(=O)(=O)Nc1ccc(C(=O)CC2(O)C(=O)Nc3ccccc32)cc1 (configuration not stated) | 2
COC(=O)c1nc2n(n1)C(c1cccc(Cl)c1)C(C(=O)OC1CCCCC1)=C(C)N2 (configuration not stated) | -1
O=C(Nc1ccccn1)c1ccc2c(=O)n(Cc3ccccc3Cl)c(=S)[nH]c2c1 | -7
COc1ccc(CCNC(=O)C2CCN(C(=O)N(C)C)CC2)cc1OC | 1&-7
Cc1ccc(-c2nnc(Nc3ccc(F)cc3)c3ccccc23)cc1S(N)(=O)=O | -18
Cc1nnc2sc(-c3csc4c3CCCC4)nn12 | -7
O=C(Nc1ccccc1C(=O)O)c1ccc(CN2CCOCC2)cc1 | -12
COc1ccc2nc3sc(C(=O)Nc4cccc(C)n4)cc3cc2c1 | -26
O=C1CSC(=Nc2ccccc2Cl)N1 | -8
Cc1ccc(S(=O)(=O)N2CCOC2C(Cl)(Cl)Cl)cc1 (configuration not stated) | 2
CC12CCC(c3nc4nonc4nc31)C2(C)C (configuration not stated) | 0
COc1cc(C(=O)NCCOc2ccccc2)cc(OC)c1OC | 4
Cc1cc(C)c(NC(=O)C(C)(C)C)c(Cl)c1 | 1
CCOc1sc2nc(C)n(CC(=O)Nc3ccc(N(C)C)cc3)c(=O)c2c1C | -8
OCCNc1ncnc2sc3c(c12)CCCCC3 | -38
COc1ccccc1-c1nnc(SCc2nc3ccccc3[nH]2)n1C | -3
CCOC(=O)C1=CSC(=C2C(=S)C(C)(C)Nc3ccc(C)cc32)S1 | 5
O=C(O)c1cc2sccc2s1 | 23&-3
CCSc1nc2sc3c(c2c(=O)n1-c1ccccc1)CC(C(C)C)OC3 (configuration not stated) | 5
Cc1ccccc1OCC(=O)Nc1ccc(Cl)c(-c2nc3cc(Cl)ccc3o2)c1 | -92
Cc1cc(C)cc(-n2ccnc2SCC(=O)Nc2ccccc2)c1 | -7
Cn1c2ccccc2c2cc(C(=O)OCC(=O)N3CC(=O)Nc4ccccc43)sc21 | -65
CN(CCNC(=O)c1ccc2c(c1)NC(=O)C(N1CCOCC1)S2)Cc1ccccc1 (configuration not stated) | 8
CC(=O)[C@@]1(O)CC[C@H]2[C@@H]3C[C@H](C)C4=CC(=O)C=C[C@]4(C)[C@@]3(F)[C@@H](O)C[C@@]21C | -7

(continued)
smiles | 14-3-3g Raf
CCOc1ccc(NS(=O)(=O)c2cc(Br)cc3c2N(C(=O)C2CC2)CC3)cc1 | -9
COc1ccc(NC(=O)CSc2nnc(-c3cccs3)n2Cc2ccco2)cc1OC | -1
CCCC(=O)Nc1ccccc1NC(C)=O | 2
COc1ccc(-n2c(C)nnc2SCC(=O)N2C(C)CCCC2C)cc1 (configuration not stated) | 7
O=C1C(c2ccc(F)cc2)N(CCc2ccccc2)C(=O)CN1C1CCCCC1 (configuration not stated) | 0
COc1ccc(CN2CCCCC2c2cccnc2)c(OC)c1C (configuration not stated) | 1
O=C(CCC1CCCC1)c1c(O)c2ccccc2oc1=O | 0
COc1ccc(N(CC(=O)Nc2ccc3c(c2)OCCO3)S(=O)(=O)c2cccnc2)cc1 | -7
Cc1[nH]c(-c2ccco2)nc1C(=O)O | 2
COC(=O)C1C(=O)C2=C(CC1C)NC(C)=C(C(=O)OC1CCCC1)C2c1ccc(C)cc1 (configuration not stated) | -2
COc1ccc(-c2cc(C(=O)Nc3cccc(O)c3)no2)cc1OC | -9
CCOc1ccc(C2=Nn3c(CC)nnc3SC2)cc1 | -4
O=C(C1CCN(S(=O)(=O)c2cnc[nH]2)CC1)N1CCN(c2ccccc2)CC1 | -5
Cc1ccc(Nc2cc(C)nc3nc(C)nn23)c(C)c1 | 3
CCOC(=O)N1CCN(C(=O)CCn2nc(-c3ccc(Cl)cc3)ccc2=O)CC1 | -7
CN(C)C1=NC(C(F)(F)F)(C(F)(F)F)N=C(c2ccco2)O1 | -1
CC1(C)CC(=O)C2=C(C1)Nc1ccc3ccccc3c1C2c1cc([N+](=O)[O-])ccc1Cl (configuration not stated) | -8
CC(=O)Cn1c2ccccc2n2nc(C)c(=O)nc12 | -3
COc1nccc(Nc2ccccc2)c1C#N | -11
CCN(CC)CCCN1C(=O)C(=O)/C(=C(/O)c2ccccc2)C1c1ccccn1 (configuration not stated) | 1
N=c1oc2ccc([N+](=O)[O-])cc2cc1C(=O)Nc1ccccc1 | -36
COc1ccc(N2CCN(C(=O)CSc3nnnn3-c3ccc4c(c3)OCCO4)CC2)cc1 | -13
NCCCC(=O)N1c2ccccc2Sc2ccccc21 | -3
COc1ccccc1NC(=O)c1ccccc1-c1nc(-c2ccccc2OC)no1 | -4
Cc1cc2cc(CCNC(=O)C3CCCCC3)c(=O)[nH]c2cc1C | -10
CC1(C)CC(=O)C(CC(=O)NC(=O)NCc2ccccc2)=C(O)C1 | -7
O=C(O)CCc1ccc(-c2ccc(F)cc2)n1-c1ccc(O)cc1 | -12
COc1cc(-c2nc3ccccn3c2N=Cc2cc([N+](=O)[O-])c(O)cc2Cl)ccc1O | -8
O=C(CNC(=O)c1ccco1)OCC(=O)c1ccc2c(c1)CCCC2 | -2
O=S(=O)(Cc1ccccc1)/C1=C(\N2CCOCC2)CCCCCC1 | -8

The listing continues:
smiles | 14-3-3g Raf
COc1ccccc1N(CC(=O)NCC1CCCO1)S(C)(=O)=O (configuration not stated) | -2
COc1ccccc1NC(=O)c1sc(=S)n(-c2ccccc2)c1N | 6
CCOC(=O)CC1=CSC2=NS(=O)(=O)CCN12 | -4
O=C(NCc1cccs1)c1ccc2c(=O)n(CCCN3CCCC3=O)c(=S)[nH]c2c1 | -5
COc1cccc(OCCCCCN2CCOCC2)c1 | -8
Cc1ccc2nc(SCC(=O)N3CCCC3)[nH]c2c1 | -12
CCCCn1c(-c2ccccc2)nc2c(=O)n(C)c(=O)[nH]c21 | -1
CCOCCn1c(SCC(=O)OCc2ccccc2)nc2c1c(=O)[nH]c(=O)n2C | 0
Cc1cc(=O)oc2cc(OC(=O)CCl)ccc12 | 0
CCOC(=O)C1=C(C)NC2=C(C(=O)CC(c3ccccc3)C2)C1c1cc(OC)c(OC)c(OC)c1 (configuration not stated) | -3
O=C(/C=N\O)NCCCNCc1ccccc1 | -2
O=C(Nc1c(F)cc(F)cc1Br)c1ccco1 | -3
COC(=O)c1[nH]c2cccc(OC)c2c1NC(=O)CCN1CCC(C(N)=O)CC1 | 0
CN=c1sc2ccccc2n1CC(O)COCc1ccco1 (configuration not stated) | -7
Cc1cccc(-n2c(C)nc3cc(C(=O)NCCC4=CCCCC4)ccc32)c1 | -33
COc1ccc(OC)c(NC(=O)CCc2nc(-c3ccccc3F)no2)c1 | -1
COc1ccc(CNC(=O)CN(CC2CCCO2)C(=O)CNS(=O)(=O)c2ccc(F)cc2)cc1 (configuration not stated) | -6
CS(=O)(=O)N(CC(O)Cn1c2ccccc2c2ccccc21)c1ccc(Cl)cc1 (configuration not stated) | -1
CCOC(=O)c1ccc[n+](CC(=O)c2cccs2)c1 | -4
Cc1ccc(NC(=O)c2ccc3c(c2)N(CC(=O)N2CCCCC2)C(=O)C(C)(C)O3)cc1 | -3
CCC(=O)N1CCc2cc(S(=O)(=O)N3c4ccc(F)cc4CCC3C)ccc21 (configuration not stated) | 0
COc1cc(-c2ccc3c(c2)OCO3)cc(=O)c2c(C)oc(C)c12 | -37
COc1ccccc1NC(=O)C1=C(C)Nc2nc(CCCO)nn2C1c1cccnc1 (configuration not stated) | 0
CCCC(=O)Nc1sc2c(c1C(=O)OC)CCC2 | -17
Cc1ccc2nc(-c3ccccc3)c(Nc3ccc4c(c3)OCCO4)n2c1 | 8
Cn1c(/C(C#N)=C(\O)CN2CCN(Cc3ccccc3)CC2)nc2ccccc21 | -9
ON1C(c2ccccc2)CC2(O)c3nonc3CCC12 (configuration not stated) | 5
O=S(=O)(NC(c1ccccc1)c1ccccc1)c1cccc2nsnc12 | -3
Cc1ccc(N2C(=O)c3ccc(C(=O)c4ccccc4)cc3C2=O)cc1 | 6
C#CCOC(=O)CCC(=O)NCCc1ccccc1 | -6

2 entries picked at random from those above, as already listed:
smiles | 14-3-3g Raf
CCOC(=O)c1ccc[n+](CC(=O)c2cccs2)c1 | -4
COc1ccc(OC)c(NC(=O)CCc2nc(-c3ccccc3F)no2)c1 | -1

Later entries.
canonical_smiles | 14-3-3g Raf
O=C(Cn1nnc(-c2ccc(CN3CCOCC3)cc2)n1)Nc1nc(-c2ccccc2)cs1 | -9
O=C1C2C3C=CC(C2C(=O)N1CCO)C1C2C(=O)N(CCO)C(=O)C2C31 (configuration not stated) | -5
COc1ccc(CCN(C(=O)c2ccc(Cl)cc2)C2CC(=O)N(c3ccccc3)C2=O)cc1OC (configuration not stated) | -11
Fc1ccc(-c2csc(N3CCOCC3)n2)cc1 | 0
O=C(NC1CCCCCC1)c1cc(S(=O)(=O)N2CCOCC2)ccc1F | -3
O=C(c1ccco1)N1CCN=C1SCc1ccc([N+](=O)[O-])cc1 | 6
COc1ccccc1OCc1csc(NC(=O)c2ccco2)n1 | 0
O=C(O)C1CCN(c2ccc(C(F)(F)F)cc2[N+](=O)[O-])CC1 | -4

Remaining list, next part
canonical_smiles | 14-3-3g Raf
Cc1noc(C)c1S(=O)(=O)Nc1ccc(C(=O)NC2CCCc3ccccc32)cc1 (configuration not stated) | -8
O=C(CCn1c(=O)c2ccccc2n(Cc2cccc([N+](=O)[O-])c2)c1=O)NCCc1ccc(Cl)cc1 | -1
CCOC(=O)CSc1nc(N)c(C#N)c(-c2ccc(OC)cc2)c1C#N | -2&0
Cc1ccc(Cn2c(=S)[nH]c3c(sc4ccc([N+](=O)[O-])cc43)c2=O)cc1 | -1
COCc1cc(C)nc2sc(C(=O)O)c(-n3cccc3)c12 | 2
CCc1nc(N[C@@H](Cc2c[nH]c3ccccc23)C(=O)O)c2oc3ccccc3c2n1 | -10
COC(=O)c1ccsc1NC(=O)CN1C(=O)CCC1=O | 0
COCCn1c(SCC(=O)N2CCCc3ccccc32)nc2cccnc21 | -4

(further entries)
canonical_smiles | 14-3-3g Raf
CCOC(=O)COn1c(=O)c(-c2ccco2)[n+]([O-])c2ccccc21 | -8
COC(=O)c1sc(=S)n(C)c1C | 2
COc1ccc(OCC(=O)NC2CCCCCCCCCCC2)cc1 | 5
O=C(CSc1nnnn1-c1ccc(C(=O)O)cc1)Nc1ccccc1 | 2
Cc1nn(-c2ccc(F)cc2F)c2c1-c1nc(N3CCCC3)ncc1CC2 | 2
COc1cc(C2Nc3c(Cl)cccc3C3C=CCC32)cc(OC)c1OC (configuration not stated) | -80
O=C(CSCc1cccc(F)c1)N1CCOCC1 | 0
N#CCC(=O)NCC1(c2ccccc2)CCCC1 | 1

Other structures follow:
canonical_smiles | 14-3-3g Raf
COC(=O)c1sccc1NC(=O)C1CC2CCC1C2 (configuration not stated) | 13
O=C1COc2ccc(-c3csc(NCC4CCCO4)n3)cc2N1 (configuration not stated) | -1
O=C(COC(=O)c1ccc([N+](=O)[O-])cc1)Nc1nncs1 | -1
COc1ccc(-c2ccc3c(N)c(C(=O)Nc4ccc(C)c(F)c4)sc3n2)cc1OC | -3
O=C(COC(=O)c1ccccc1NC(=O)c1ccco1)NCc1ccc2c(c1)OCO2 | 3
O=C(CCN1C(=O)COc2ccccc21)NCCC1=CCCCC1 | -8
CC(NC(=O)Cc1cccs1)c1ccc2c(c1)OCO2 (configuration not stated) | -7
S=c1[nH]nc(-c2ccc(Cl)cc2)n1C1CCCCC1 | -3

Filtered by structure, the entries above containing an aryl thioether with sulfur outside any ring
canonical_smiles | 14-3-3g Raf
Nc1nc(CSc2nnnn2-c2ccccc2)nc(N2CCCc3ccccc32)n1 | 1
O=C(CSc1nnc(COc2ccccc2)o1)NC1CCCCC1 | -14
COc1ccccc1-c1nnc(SCc2nc3ccccc3[nH]2)n1C | -3
CCSc1nc2sc3c(c2c(=O)n1-c1ccccc1)CC(C(C)C)OC3 (configuration not stated) | 5
Cc1cc(C)cc(-n2ccnc2SCC(=O)Nc2ccccc2)c1 | -7
COc1ccc(NC(=O)CSc2nnc(-c3cccs3)n2Cc2ccco2)cc1OC | -1
COc1ccc(-n2c(C)nnc2SCC(=O)N2C(C)CCCC2C)cc1 (configuration not stated) | 7
COc1ccc(N2CCN(C(=O)CSc3nnnn3-c3ccc4c(c3)OCCO4)CC2)cc1 | -13
Cc1ccc2nc(SCC(=O)N3CCCC3)[nH]c2c1 | -12
CCOCCn1c(SCC(=O)OCc2ccccc2)nc2c1c(=O)[nH]c(=O)n2C | 0
CCOC(=O)CSc1nc(N)c(C#N)c(-c2ccc(OC)cc2)c1C#N | -2&0
COCCn1c(SCC(=O)N2CCCc3ccccc32)nc2cccnc21 | -4
O=C(CSc1nnnn1-c1ccc(C(=O)O)cc1)Nc1ccccc1 | 2

(cont.)
canonical_smiles | 14-3-3g Raf
COC(=O)c1cn(-c2ccccc2)nc1-c1ccc(C)cc1 | 2
Cc1ccc(CNC(=O)CCCn2c(=O)c3ccccc3n(Cc3ccccc3F)c2=O)cc1 | -7
O=C(NCCO)c1ccc2c(c1)S(=O)(=O)c1ccccc1C2=O | -12
Cc1cccc(Cn2c(SCc3ccc(F)cc3)nc3c2c(=O)n(C)c(=O)n3C)c1 | -1
OCCSc1nnc(Nc2ccccc2)s1 | -2&2
CSCC[C@H](NC(=O)OC(C)(C)C)C(=O)N1CCC(C(=O)N[C@H](C(=O)O)C(C)C)CC1 | -4
CCCCc1nnc(NC(=O)CSc2nc(=O)cc(N)n2-c2ccccc2)s1 | -4
Cc1cc(C)c2c(c1)CC(C)(C)C(=O)C2=O | -15

(further entries)
canonical_smiles | 14-3-3g Raf
CCC(C(=O)Nc1nccs1)c1ccccc1 (configuration not stated) | 0
O=S(=O)(Nc1nc2ccccc2nc1Nc1ccc(F)cc1)c1ccccc1 | -2
COc1ccccc1N1C(N)=NC(N)=NC1(C)C | -4&8
Cc1cc(=O)[nH]c(SCc2cc(=O)n3nc(C)sc3n2)n1 | -1
COc1ccc(S(=O)(=O)N2CCC(C(=O)Nc3c(F)cccc3F)CC2)cc1 | 6

Not all compounds are listed, so the mix of outcomes need not match the whole.
